Bcl-XL Bim block = human Bim-Bcl-XL interaction inhibition. 190,000 compounds, 0.04% hits. Bim peptide-Bcl-XL binding, bead flow cytometry, fluorescence. inhibition, % at 10 µM. Q07817
Target sequence (Q07817 whole entry, looked up): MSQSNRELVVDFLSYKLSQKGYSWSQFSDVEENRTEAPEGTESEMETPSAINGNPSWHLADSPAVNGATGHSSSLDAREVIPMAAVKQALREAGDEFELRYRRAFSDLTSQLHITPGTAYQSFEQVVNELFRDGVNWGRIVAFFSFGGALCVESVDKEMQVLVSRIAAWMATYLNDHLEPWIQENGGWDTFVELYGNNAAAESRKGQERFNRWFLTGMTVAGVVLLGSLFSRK
RGS4-Gao reg = modulates binding of RGS4 to human Galphao. 220,000 compounds, 0.33% hits. binding response (% of control), % at 10 µM. Multiplexed bead flow cytometry; actives lie on both sides. P09471; in the data active means binding response below about 49% or above about 150%; inactive means in between;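 further: fluorescent Galphao activated with aluminum fluoride binding bead-coupled RGS4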
Target sequence (P09471 whole entry, looked up): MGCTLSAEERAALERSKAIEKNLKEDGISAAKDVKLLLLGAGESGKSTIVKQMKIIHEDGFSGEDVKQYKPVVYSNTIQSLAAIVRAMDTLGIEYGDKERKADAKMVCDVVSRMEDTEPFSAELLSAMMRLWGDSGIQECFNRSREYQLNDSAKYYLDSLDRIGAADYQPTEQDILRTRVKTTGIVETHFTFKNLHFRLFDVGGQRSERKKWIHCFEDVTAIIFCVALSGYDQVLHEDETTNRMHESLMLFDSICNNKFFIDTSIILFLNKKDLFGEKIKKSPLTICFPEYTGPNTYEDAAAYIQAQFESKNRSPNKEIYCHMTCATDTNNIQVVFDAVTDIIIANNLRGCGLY
RGS7-Gao = modulates binding of RGS7 to human Galphao | Multiplexed bead flow cytometry; actives lie on both sides | binding response (% of control), % at 10 µM | 220,000 compounds, 0.35% hits; in the data active means binding response below about 49% or above about 150%; inconclusive means no clear call, values can overlap the other calls; inactive means in between;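 further: fluorescent Galphao held in activated GDP-AlF4 state binding bead-coupled RGS7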
ABCG2 block = inhibitors of human ABCG2 transporter, ABCB1 counter-screen; inhibition, % at 6.6 µM; IgMXP3 cells, JC-1 efflux, flow cytometry; 190,000 compounds, 0.1% hits; Q9UNQ0;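 active means inhibition above 80%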;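 further: 0% = DMSO and 100% = nicardipine control wells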
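Test system: IgMXP3 (ABCG2) plus far-red-tagged CCRF-Adr (ABCB1) cells / Amount: 3 million cells/mL in well / Reagent: JC-1 transporter substrate / Timing: 10 min compound exposure, 25 °C / Signal: flow cytometry, 530 nm JC-1 signal / Read-out: percent efflux inhibition, scaled nicardipine 100% to DMSO 0% / Benchmarks: nicardipine as high control, DMSO as low control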
Bfl-1 Bim block = human Bim-Bfl-1 interaction inhibition; Q16548; Bead-based flow cytometry, Bim-Bfl-1 binding inhibition; inhibition, % at 10 µM; 190,000 compounds, 0.12% hits; AID 1008;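 further: 0% = wells without compound plus tracer and 100% = blocker peptide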
RGS8-Gao = human RGS8-Galphao interaction regulation; multiplexed bead flow cytometry, RGS8-Galphao binding; actives lie on both sides; response (percent of control binding), % at 10 µM; 220,000 compounds, 0.34% hits; AID 1423; in the data active means response below about 60% or above about 140%; inactive means in between;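 further: Galphao activated as the GDP aluminium fluoride complex binding bead-coupled RGS8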
Bcl-2 Bim block = human Bim-Bcl-2 interaction inhibition | inhibition, % at 10 µM | Bead-based flow cytometry, Bim peptide-Bcl-2 binding | P10415 | 190,000 compounds, 0.06% hits; in the data active means inhibition above about 40%; inconclusive means no clear call, values can overlap the other calls;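 further: 0% = no compound wells with probe peptide and 100% = reference peptide inhibitor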
Target sequence (P10415 whole entry, looked up): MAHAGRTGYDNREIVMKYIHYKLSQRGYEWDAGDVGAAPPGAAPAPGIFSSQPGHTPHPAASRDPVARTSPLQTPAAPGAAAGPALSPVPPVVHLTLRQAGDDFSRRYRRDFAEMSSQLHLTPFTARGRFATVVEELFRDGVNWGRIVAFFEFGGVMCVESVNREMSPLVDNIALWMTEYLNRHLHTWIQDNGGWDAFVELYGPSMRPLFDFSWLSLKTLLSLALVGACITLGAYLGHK
GSH bead fluor = compound fluoresces at 488/530 nm on GSH beads; 190,000 compounds, 0.25% hits; fluorescence (KMESF) at 10 µM; GSH beads flow cytometry, compound fluorescence 488/530 nm; stronger effect = higher value; in the data active means fluorescence above about 89;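 further: glutathione beads carrying GST-tagged Bcl family fusion proteins plus one bare bead set; values are compound well signal with DMSO vehicle wells as background; inactives centre near 16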
Bcl-B Bim block = human Bim-Bcl-B interaction inhibition; bead-based flow cytometry, Bim peptide-Bcl-B binding; inhibition, % at 10 µM; Q9HD36; 190,000 compounds, 0.073% hits;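 further: 0% = tracer peptide without compound and 100% = reference inhibitor peptide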
Target sequence (Q9HD36 whole entry, looked up): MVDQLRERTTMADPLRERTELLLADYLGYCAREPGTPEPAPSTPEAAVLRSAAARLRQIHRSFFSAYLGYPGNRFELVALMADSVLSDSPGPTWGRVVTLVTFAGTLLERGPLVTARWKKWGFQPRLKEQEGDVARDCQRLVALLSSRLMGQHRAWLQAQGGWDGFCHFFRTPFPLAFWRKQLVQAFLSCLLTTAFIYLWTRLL
ABCB1 block = blocks JC-1 efflux by human ABCB1 transporter | P08183 | inhibition, % at 6.6 µM | 190,000 compounds, 0.067% hits | CCRF-Adr cells, flow cytometry; in the data active means inhibition above about 40%;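 further: 0% = vehicle and 100% = reference inhibitor; higher value means more JC-1 retained so stronger ABCB1 efflux block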
Bim-Bcl-W = inhibitors of Bim-Bcl-W interaction, human; inhibition, % at 10 µM; 190,000 compounds, 0.02% hits; bead-based flow cytometry, Bim peptide-Bcl-W binding;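 further: 0% = bound tracer without compound and 100% = peptide blocker; higher means less fluorescent Bim peptide bound to Bcl-W beads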
Starred values were filed as active, the others as inactive. Unless noted, no stated cut-off is given here; in the data, active means inhibition above about 40%.

Results for COc1cc(C2Nc3cccc4cccc(c34)N2)cc(OC)c1OC(C)=O ?
Bcl-XL Bim block: 8; RGS4-Gao reg: 103; RGS7-Gao: 105; ABCG2 block: -1; Bfl-1 Bim block: 37; RGS8-Gao: 104; Bcl-2 Bim block: 15; GSH bead fluor: 13; Bcl-B Bim block: -2; ABCB1 block: -0.2; Bim-Bcl-W: 29

Results for CCOc1ccc(/C=C/C(=O)C(C(N)=O)=C2SCCS2)cc1 ?
Bcl-XL Bim block: 2; RGS4-Gao reg: 101; RGS7-Gao: 102; ABCG2 block: 0; Bfl-1 Bim block: 7; RGS8-Gao: 113; Bcl-2 Bim block: 3; GSH bead fluor: 9; Bcl-B Bim block: 8; ABCB1 block: -0.7; Bim-Bcl-W: 10

How did CCC(C)NC(=O)CCCCCn1c(=O)[nH]c2cc(OC)c(OC)cc2c1=O (stereo not drawn) do in these assays?
Bcl-XL Bim block: 1; RGS4-Gao reg: 103; RGS7-Gao: 102; ABCG2 block: 1; Bfl-1 Bim block: -1; RGS8-Gao: 104; Bcl-2 Bim block: 0; GSH bead fluor: 14; Bcl-B Bim block: 1; ABCB1 block: 0.0; Bim-Bcl-W: 0

How did COc1ccc(C(=O)Nc2cccnc2)cc1S(=O)(=O)N1CCOCC1 do in these assays?
Bcl-XL Bim block: 9; RGS4-Gao reg: 96; RGS7-Gao: 96; ABCG2 block: -3; Bfl-1 Bim block: 1; RGS8-Gao: 99; Bcl-2 Bim block: 0; GSH bead fluor: 36; Bcl-B Bim block: -1; ABCB1 block: -2.0; Bim-Bcl-W: -1

Results for O=C(NNc1ccccc1)C(CCO)C(=O)NNc1ccccc1 ?
Bcl-XL Bim block: 0; RGS4-Gao reg: 100; RGS7-Gao: inconclusive; ABCG2 block: -1; Bfl-1 Bim block: -3; RGS8-Gao: 100; Bcl-2 Bim block: 0; GSH bead fluor: 14; Bcl-B Bim block: -1; ABCB1 block: -0.6; Bim-Bcl-W: 0

What do the screens show for `Cc1ccc(-n2c(CCc3nc4ccccc4[nH]3)n[nH]c2=S)cc1`?
Bcl-XL Bim block: -4; RGS4-Gao reg: 103; RGS7-Gao: 103; ABCG2 block: -1; Bfl-1 Bim block: 8; RGS8-Gao: 101; Bcl-2 Bim block: 0; GSH bead fluor: 12; Bcl-B Bim block: -14; ABCB1 block: -0.4; Bim-Bcl-W: 0

How did CCOC(=O)N1CCC(NC(=O)C2CCN(S(=O)(=O)N3CCCC3)CC2)CC1 do in these assays?
Bcl-XL Bim block: -3; RGS4-Gao reg: 102; RGS7-Gao: 102; ABCG2 block: 0; Bfl-1 Bim block: -2; RGS8-Gao: 99; Bcl-2 Bim block: -5; GSH bead fluor: 17; Bcl-B Bim block: -5; ABCB1 block: 0.0; Bim-Bcl-W: -1

What do the screens show for `Cc1nn(C(C)C(=O)NC2C(=O)N3C(C(=O)O)=C(CSc4nnnn4C)CSC23)cc1Cl` (stereo not drawn)?
Bcl-XL Bim block: -8; RGS4-Gao reg: 97; RGS7-Gao: 105; ABCG2 block: -1; Bfl-1 Bim block: 6; RGS8-Gao: 98; Bcl-2 Bim block: -6; GSH bead fluor: 11; Bcl-B Bim block: -35; ABCB1 block: -0.7; Bim-Bcl-W: -5

What do the screens show for `COc1ccc(NC(=O)c2cccnc2Cl)c(S(=O)(=O)N2CCOCC2)c1`?
Bcl-XL Bim block: -2; RGS4-Gao reg: 96; RGS7-Gao: 96; ABCG2 block: 7; Bfl-1 Bim block: -1; RGS8-Gao: 99; Bcl-2 Bim block: -1; GSH bead fluor: 11; Bcl-B Bim block: -4; ABCB1 block: 0.8; Bim-Bcl-W: -3

Results for COc1ccc(C(=O)c2cnc(/N=C/N(C)C)s2)cc1 ?
Bcl-XL Bim block: 0; RGS4-Gao reg: 102; RGS7-Gao: 101; ABCG2 block: 4; Bfl-1 Bim block: -3; RGS8-Gao: 103; Bcl-2 Bim block: -2; GSH bead fluor: 13; Bcl-B Bim block: -2; ABCB1 block: 0.4; Bim-Bcl-W: -1

How did CCS(=O)(=O)Nc1ccc(C2=NN(C(=O)c3ccco3)C(c3cccc(F)c3)C2)cc1 (stereo not drawn) do in these assays?
Bcl-XL Bim block: -1; RGS4-Gao reg: 96; RGS7-Gao: 90; ABCG2 block: 0; Bfl-1 Bim block: -4; RGS8-Gao: 98; Bcl-2 Bim block: 0; GSH bead fluor: 18; Bcl-B Bim block: 0; ABCB1 block: 0.0; Bim-Bcl-W: -1

How did O=C1NC(=O)C(CC(=O)N(Cc2cccs2)C2(C(=O)NC3CCCCC3)CCCCC2)N1 (stereo not drawn) do in these assays?
Bcl-XL Bim block: -7; RGS4-Gao reg: 108; RGS7-Gao: 105; ABCG2 block: 0; Bfl-1 Bim block: -5; RGS8-Gao: 105; Bcl-2 Bim block: -4; GSH bead fluor: 23; Bcl-B Bim block: -10; ABCB1 block: -0.4; Bim-Bcl-W: -7

How did c1ccc2c(-c3nn[nH]n3)cccc2c1 do in these assays?
Bcl-XL Bim block: -5; RGS4-Gao reg: 98; RGS7-Gao: 99; ABCG2 block: 0; Bfl-1 Bim block: -3; RGS8-Gao: 99; Bcl-2 Bim block: -5; GSH bead fluor: 19; Bcl-B Bim block: -3; ABCB1 block: 0.2; Bim-Bcl-W: -4

What do the screens show for `COC(=O)NNC(=O)COc1ccc2ccccc2c1Br`?
Bcl-XL Bim block: -4; RGS4-Gao reg: 102; RGS7-Gao: 96; ABCG2 block: 4; Bfl-1 Bim block: 6; RGS8-Gao: 93; Bcl-2 Bim block: -1; GSH bead fluor: 5; Bcl-B Bim block: -8; ABCB1 block: 0.6; Bim-Bcl-W: -1

How did O=C(COC(=O)c1ccccc1O)Nc1cccnc1Cl do in these assays?
Bcl-XL Bim block: -6; RGS4-Gao reg: 99; RGS7-Gao: 100; ABCG2 block: 5; Bfl-1 Bim block: -14; RGS8-Gao: 101; Bcl-2 Bim block: -7; GSH bead fluor: 12; Bcl-B Bim block: -5; ABCB1 block: 0.3; Bim-Bcl-W: -5

Results for O=S(=O)(NCc1ccccc1F)NCc1ccccc1F ?
Bcl-XL Bim block: -1; RGS4-Gao reg: 105; RGS7-Gao: 103; ABCG2 block: 1; Bfl-1 Bim block: -4; RGS8-Gao: 104; Bcl-2 Bim block: -2; GSH bead fluor: 10; Bcl-B Bim block: -3; ABCB1 block: 0.0; Bim-Bcl-W: 0

How did CC(C)(C)c1nc2ccccc2c(=O)n1N1C(=O)c2ccccc2C1=O do in these assays?
Bcl-XL Bim block: -5; RGS4-Gao reg: 105; RGS7-Gao: 104; ABCG2 block: 14; Bfl-1 Bim block: -2; RGS8-Gao: 104; Bcl-2 Bim block: -3; GSH bead fluor: 16; Bcl-B Bim block: -8; ABCB1 block: 2.3; Bim-Bcl-W: -7

What do the screens show for `O=C(N/N=C/c1ccc2c(c1)OCO2)c1ccc2c(c1)OCCO2`?
Bcl-XL Bim block: -4; RGS4-Gao reg: 101; RGS7-Gao: 100; ABCG2 block: 10; Bfl-1 Bim block: 1; RGS8-Gao: 99; Bcl-2 Bim block: 1; GSH bead fluor: 10; Bcl-B Bim block: -3; ABCB1 block: 0.2; Bim-Bcl-W: -2

Results for c1ccc2c(c1)[nH]c1c(NCC3CCCO3)ncnc12 (stereo not drawn) ?
Bcl-XL Bim block: 0; RGS4-Gao reg: 95; RGS7-Gao: 95; ABCG2 block: 8; Bfl-1 Bim block: 0; RGS8-Gao: 100; Bcl-2 Bim block: -1; GSH bead fluor: 15; Bcl-B Bim block: 2; ABCB1 block: 0.6; Bim-Bcl-W: -2

Results for O=C(/C=C/c1ccco1)NC(=S)Nc1ccccc1O ?
Bcl-XL Bim block: -1; RGS4-Gao reg: 98; RGS7-Gao: 103; ABCG2 block: 0; Bfl-1 Bim block: 0; RGS8-Gao: 103; Bcl-2 Bim block: 3; GSH bead fluor: 22; Bcl-B Bim block: 0; ABCB1 block: -0.4; Bim-Bcl-W: 4

What do the screens show for `c1ccc(Cn2nnnc2C(c2ccccn2)N2CCN(c3ccccc3)CC2)cc1` (stereo not drawn)?
Bcl-XL Bim block: 0; RGS4-Gao reg: 102; RGS7-Gao: 99; ABCG2 block: -5; Bfl-1 Bim block: 0; RGS8-Gao: 102; Bcl-2 Bim block: -2; GSH bead fluor: 30; Bcl-B Bim block: -1; ABCB1 block: -4.8; Bim-Bcl-W: 0

Results for CCN(CC)S(=O)(=O)c1ccc(C)c(NC(=O)CSc2ncc(C(F)(F)F)cc2Cl)c1 ?
Bcl-XL Bim block: -8; RGS4-Gao reg: 100; RGS7-Gao: 106; ABCG2 block: 11; Bfl-1 Bim block: -3; RGS8-Gao: 105; Bcl-2 Bim block: -4; GSH bead fluor: 13; Bcl-B Bim block: -8; ABCB1 block: 0.5; Bim-Bcl-W: -5

How did Cc1ccc2occ(C(=O)c3ccco3)c(=O)c2c1 do in these assays?
Bcl-XL Bim block: -3; RGS4-Gao reg: 98; RGS7-Gao: 97; ABCG2 block: 0; Bfl-1 Bim block: -2; RGS8-Gao: 101; Bcl-2 Bim block: -2; GSH bead fluor: 14; Bcl-B Bim block: -1; ABCB1 block: 0.2; Bim-Bcl-W: -3

Results for CC(=O)SC1CC2=CC(=O)CCC2(C)C2CCC3(C)C(CCC34CCC(=O)O4)C12 (stereo not drawn) ?
Bcl-XL Bim block: -5; RGS4-Gao reg: 92; RGS7-Gao: 96; ABCG2 block: 1; Bfl-1 Bim block: -5; RGS8-Gao: 97; Bcl-2 Bim block: -3; GSH bead fluor: 13; Bcl-B Bim block: -7; ABCB1 block: 0.1; Bim-Bcl-W: -3

How did COc1cc(C(=S)N2CCCC2)cc(Cl)c1O do in these assays?
Bcl-XL Bim block: -6; RGS4-Gao reg: 100; RGS7-Gao: 98; ABCG2 block: 0; Bfl-1 Bim block: -8; RGS8-Gao: 95; Bcl-2 Bim block: -7; GSH bead fluor: 27; Bcl-B Bim block: -11; ABCB1 block: 0.0; Bim-Bcl-W: 0

Results for O=C(CN1CCc2ccccc2C1)Nc1cccc(S(=O)(=O)N2CCCC2)c1 ?
Bcl-XL Bim block: -5; RGS4-Gao reg: 99; RGS7-Gao: inconclusive; ABCG2 block: 2; Bfl-1 Bim block: 2; RGS8-Gao: 98; Bcl-2 Bim block: -5; GSH bead fluor: 15; Bcl-B Bim block: -3; ABCB1 block: -0.4; Bim-Bcl-W: -2

How did CCOC(=O)C(NCc1ccccn1)(NC(=O)c1cccnc1)C(F)(F)F (stereo not drawn) do in these assays?
Bcl-XL Bim block: -19; RGS4-Gao reg: 103; RGS7-Gao: 99; ABCG2 block: 16; Bfl-1 Bim block: -22; RGS8-Gao: 101; Bcl-2 Bim block: -23; GSH bead fluor: 28; Bcl-B Bim block: -15; ABCB1 block: 0.6; Bim-Bcl-W: -10

Results for O=C(Nc1nc(-c2ccc(F)cc2)cs1)c1ccc(N2C(=O)CCC2=O)cc1 ?
Bcl-XL Bim block: -4; RGS4-Gao reg: 109; RGS7-Gao: 105; ABCG2 block: 0; Bfl-1 Bim block: -2; RGS8-Gao: 109; Bcl-2 Bim block: 3; GSH bead fluor: 17; Bcl-B Bim block: -4; ABCB1 block: -0.1; Bim-Bcl-W: -4

Screening results from PubChem.
